# Yfh1-off respiration: enhancers of respiration in Yfh1-depleted yeast, dose response, Friedreich's ataxia, plus single-dose screen (AID 1465); S. cerevisiae Yfh1-off respiration, WST-1 reduction, 72 h; higher fold induction means a stronger effect; fold induction at 50 µM; hits with a dose series show EC50 in µM; hit rate 0.074% among 220,000;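 active = fold induction of absorbance versus untreated yeast above a set limit, then at least 30% activation at any dose in follow-up; inconclusive = repeats straddling the limit, or above it without dose testing; inactive = fold induction below the set limit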;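 also: activators that raise dye reduction in frataxin-depleted yeast; strong numbers were not always called active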
# b-catenin transl: modulators of beta-catenin nuclear translocation, primary screen, imaging, HeLa cells, immunofluorescence, high-content; hit rate 0.3% among 190,000; nuclear translocation activity, % at 5 µM;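 active = nuclear translocation activity above 50% at 5 µM, with a well cell count of 50 or more; inconclusive = wells under 50 cells across six images, flagged as toxic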;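 also: per-cell ratio of nuclear to cytoplasmic median beta-catenin stain intensity; plate controls were DMSO negative control for no effect and GSK-3 inhibitor IX positive control for full effect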
#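 Test system: HeLa cells, endogenous beta-catenin; Compound: single 5 µM dose plus 0.02–20 µM confirmation series; Times: compound exposure 24 h at 37°C; Signal: fluorescence imaging of beta-catenin antibody stain plus DAPI; Read-out: % activation, nuclear-to-cytoplasmic median beta-catenin signal ratio per cell.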
# Autophagy mod: autophagy modulators in MEF cells, primary screen, imaging, high-content, MEF GFP-LC3; hit rate 0.98% among 190,000; calls only at 10 µM (by protocol); MEF GFP-LC3 puncta imaging; test concentration mostly 10 µM;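 active = percentage of spot-positive cells more than 3 SD above its plate mean, without a fluorescence outlier flag or 80% toxicity; inconclusive = no clear call, values can overlap the other calls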;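 also: spot-positive cell cutoff set from DMSO-treated cells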
# WT yeast gro inh: growth inhibition of WT strain, primary screen, mitochondrial fusion inhibitor project, WT and mutant strains, chemical genetic. mitochondrial fusion phenotypic screen. inhibition, % at 10 µM. hit rate 2.1% among 190,000. AID 1362, 2008; in the data active = inhibition above about 58%; tested in S. cerevisiae
# AID2073: inhibitors of Mint1-CaV2.2 protein interaction, biochemical, HTRF (AID 2073) | hit rate 0.19% among 290,000 | Voltage-dependent N-type calcium channel subunit alpha-1B (Homo sapiens) | one-dose inhibition, % at 20 µM; IC50 in µM for titrated hits | HTRF protein-protein interaction, Mint1-CaV2.2; higher % means a stronger effect; in the data active = inhibition mostly above about 51%, no sharp cut-off; inconclusive = no clear call, values can overlap the other calls; inactive = mostly below about 53%; also: some results filed as inactive read as strong as hits
# HIV fusion peptide: inhibitors of HIV fusion peptide binding, primary screen, biochemical, uHTS, fluorescence dequenching (AID 1986); cell-free peptide binding, fluorescence dequenching, 30 min; higher % means a stronger effect; one-dose inhibition, % at 20 µM; IC50 in µM for titrated hits; hit rate 0.3% among 290,000; in the data active = inhibition mostly above about 52%, no sharp cut-off; inactive = mostly below about 76%; also: some results filed as inactive read as strong as hits
# Insulin prom up: insulin promoter activators in MIN6 cells, imaging, high-content screening, mouse beta cells; MIN6 insulin promoter-GFP reporter; stronger effect = higher value; z-score at 5 µM; hit rate 0.3% among 190,000;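 active = z-score above 3 at 5 µM with at least 500 cells counted in the well; inconclusive = wells under 500 cells, flagged as cytotoxic or low count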
# Dynein transport: inhibitors of GR-EGFP nuclear translocation, primary screen, dynein cargo transport inhibitor project, imaging, high-content, 3617.4 mouse cells. hit rate 0.47% among 220,000. z-score, hits read low. test concentration mostly 20 µM; stimulated with dexamethasone, 1 µM; stronger effect = lower value;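 active = plate z-score of nuclear minus cytoplasmic receptor signal below a set negative limit, without overly bright fluorescence or cell loss, cut at about -3.5 in these data, passing the limit was not always enough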;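 also: z-score of nuclear minus cytoplasmic ring GR-EGFP intensity difference per well; some compounds called inactive have numbers as strong as hits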
#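 Medium: Induction medium lacking tetracycline, stripped serum | Probe or stimulus: 1.0 µM final dexamethasone stimulus | Schedule: 48 h induction, then 1 h compound, then 30 min agonist, 37 °C | Signal: Automated 10x imaging of fixed Hoechst-stained cells | Evaluation: Per-cell GR-EGFP intensity, nucleus versus surrounding cytoplasmic ring, well-averaged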
# MT stabilizer: microtubule stabilizers in HeLa cells, primary screen, imaging, high-content imaging. HeLa tubulin immunostaining HCS, 24 h; share of cells brighter than vehicle mean+2SD. % tubulin-high responders, % at 10 µM. hit rate 0.83% among 200,000. AID 2205, 2009;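 active = plate Z-score above 3 for both tubulin-high and condensed-nucleus cell shares, with cell loss under 80%, at 10 µM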;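 also: anti alpha tubulin signal scored within the nucleus-defined area of each cell; some results filed as inactive read as strong as hits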
# WT yeast gro inh mutant strain: also measured in WT yeast gro inh; calls as there; inhibition, %; mitochondrial fusion phenotypic screen, mutant strain inhibition
# Dynein transport cytoplasmic EGFP: also measured in Dynein transport; calls as there; z-score; measured here: cytoplasmic GR-EGFP intensity; stronger effect = higher value
# Dynein transport nuclear GR-EGFP: recorded beside Dynein transport, whose call it bears; z-score; measured here: nuclear GR-EGFP intensity;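 lower value marks the stronger effect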
# Dynein transport cell count: recorded beside Dynein transport, whose call it bears; z-score; measured here: cell count per field
# Insulin prom up cell count: second read-out of Insulin prom up, no call of its own (marks repeat the call); cell count; measured here: cytotoxicity, nuclei count;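 total cells summed across four imaged fields per well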
# b-catenin transl cell count 5 µM: also measured in b-catenin transl; calls as there; cell count; measured here: cell count, cytotoxicity flag
# MT stabilizer Hoechst-high %: further read-out of MT stabilizer, marked with its call; % Hoechst-high responders; measured here: nuclear condensation Hoechst responders;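 share of cells brighter than vehicle mean plus two SD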
# MT stabilizer cytotoxicity %: second read-out of MT stabilizer, no call of its own (marks repeat the call); toxicity, %; measured here: cytotoxicity by cell density;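 0% = mean cell density of plate MIN control wells and 100% = no cells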
# Autophagy mod cell loss 18 h: recorded beside Autophagy mod, whose call it bears; toxicity, %; measured here: cell loss, nuclei count;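 cell loss after 18 h compound exposure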
# * = called active by the depositor; i = inactive; ? = inconclusive; . = no result given.
SMILES,Yfh1-off respiration,b-catenin transl,b-catenin transl cell count 5 µM,Autophagy mod,Autophagy mod cell loss 18 h,WT yeast gro inh,WT yeast gro inh mutant strain,AID2073,HIV fusion peptide,Insulin prom up,Insulin prom up cell count,Dynein transport,Dynein transport cytoplasmic EGFP,Dynein transport nuclear GR-EGFP,Dynein transport cell count,MT stabilizer,MT stabilizer Hoechst-high %,MT stabilizer cytotoxicity %
Cc1cccc(C)c1-n1cccc1/C=C1/C(=N)N2C(=NC1=O)SN=C2S(C)(=O)=O,i,-0.8,1142,i,-20,4,-18,49%,68%*,0.29,1283,0.91,-0.23,0.9,-0.92,2.8,1.1,3.5
Cc1cn(CC2COC(C)(C)O2)c(=O)[nH]c1=O (stereo not drawn),i,-4.2,982,i,-47,-18,-10,-3%,-0.8%,0.27,1535,0.077,-0.4,0.37,-0.43,7.0,2.2,3.8
CCn1cc(C(=O)NCC2COc3ccccc3O2)c2cc(OC)c(OC)cc2c1=O (stereo not drawn),i,-1.3,1175,i,-5,8,-2,-1%,-0.5%,.,.,0.11,-0.24,0.55,1.1,2.5,1.1,6.6
CCOC(=O)c1c(NC(=O)CC2SC(N)=NC2=O)sc(C)c1C (stereo not drawn),i,3.8,1018,i,7,5,9,-7%,-1.4%,-0.11,1435,0.31,-0.27,0.1,-0.25,0.9,0.8,5.3
O=C(CCS(=O)(=O)CCN1CCOCC1)NCNC(=O)CCS(=O)(=O)CCN1CCOCC1,i,0.2,1510,i,11,-2,-12,-6%,0.3%,-0.78,1493,-0.25,-0.17,-0.024,-0.036,2.9,2.1,6.3
COc1cc(NC(=O)c2ccc(COCC(F)(F)F)o2)cc(OC)c1OC,i,0.6,1045,i,30,-17,-1,4%,0.3%,0.86,1183,3,-0.25,1.5,-0.79,2.5,4.3,6.7
CCC(C)[C@@H](N)C(=O)N/N=C/c1cccc2nccnc12 (stereo partly drawn),i,-1.5,1123,.,.,.,.,-5%,-3.1%,0.09,1489,-0.63,-0.28,-0.45,1.1,.,.,.
O=C(CNC1CCCCC1)NCC1(c2ccccc2)CCCC1,i,-0.1,1585,i,10,-6,2,-6%,-0.9%,-1,1634,-0.75,-0.3,-0.27,1.1,3.7,1.7,5.5
CCc1ccccc1N(CC)C(=O)c1cn(CC)c(=O)c2cc(OC)c(OC)cc12,i,1.6,1395,i,-3,1,-10,-6%,-1.6%,-0.22,1234,0.67,0.11,0.77,-0.63,7.2,2.1,1.3
O=C1c2ccccc2-c2c1cccc2C(=O)N1CCN(C(=O)c2ccco2)CC1,i,-1.5,1402,i,-1,1,-6,14%,0.3%,-0.38,1529,-0.9,-0.17,-0.53,0.42,2.1,1.8,3.4
COc1cccc(-n2c(Cc3cc(=O)[nH]c(=O)[nH]3)nnc2SCc2cccc(C(F)(F)F)c2)c1,i,-0.9,1130,i,14,-8,26,-1%,-0.5%,-0.37,1413,-0.55,-0.16,-0.59,-0.059,2.7,1.7,15
CCn1cc(C(=O)NCCCN(C)C)c(=O)c2cc(F)c(N3CCN(C)CC3)cc21,i,-0.4,1057,i,12,5,7,4%,-1.0%,0.33,1791,-0.35,-0.27,-0.25,0.45,3.3,0.8,1.2
CCCCNC(=O)C(NS(=O)(=O)c1cccc2nsnc12)c1ccccc1 (stereo not drawn),i,.,.,i,-2,1,-2,2%,1.2%,.,.,-0.014,-0.16,0.14,0.61,10,2.1,11
CCC(=O)NC(c1ccccc1OC)c1ccc2cccnc2c1O (stereo not drawn),i,-3.3,1185,i,48,-12,7,8%,-2.5%,?,.,0.73,-0.14,0.29,-1.4,1.3,0.9,26
CCC1CCC/C1=N\NC(=O)CCC(=O)Nc1ccccc1Cl (stereo not drawn),i,-1.2,540,i,16,6,6,0%,0.4%,0.04,1297,-0.2,-0.24,0.048,0.42,2.4,2.0,2.2
Cc1ccc(NC(=O)C2CC(=O)N(Cc3ccco3)C2)cc1 (stereo not drawn),i,1.5,1261,.,.,.,.,-2%,-1.0%,-0.16,1205,-0.069,-0.22,0.28,-0.042,.,.,.
S=C(Nc1ccccc1)N1N=C(c2cccs2)CC1c1cccs1 (stereo not drawn),i,-0.5,1138,i,27,11,21,4%,0.0%,-0.56,1303,0.67,-0.16,0.47,-1.7,4.1,4.3,4.7
CCn1c(C(C)NC(=O)c2ccc(Cl)cc2)n[nH]c1=S (stereo not drawn),.,-1.3,1017,i,-1,1,0,26%,2.7%,0.07,1268,-0.82,-0.23,-0.37,0.42,2.7,0.9,4.8
O=C(N/N=C\c1cn[nH]c1-c1ccc(Cl)cc1)c1cccs1,i,-1.5,1252,.,.,.,.,13%,-1.7%,-0.86,1060,0.21,-0.17,0.62,-0.68,.,.,.
Cc1ccc(NC(=O)CCN2C(=O)c3ccncc3C2=O)cc1,i,-0.2,1383,i,24,9,0,-1%,-1.0%,0.05,1595,-0.73,-0.33,-0.24,0.77,5.4,4.0,2.9
O=C(Cc1coc(-c2ccc(F)cc2)n1)Nc1ccccc1,i,2.3,1171,i,16,3,2,-6%,-0.1%,0.15,1296,1.5,-0.1,1.7,-1.4,3.1,1.6,5.0
CCc1nc(SCc2nc3ccccc3[nH]2)c2oc3ccccc3c2n1,i,.,.,i,-1,74*,74*,6%,-3.1%,0.48,850,-0.65,0.0093,-0.18,0.76,0.9,1.1,0.1
Cc1cccc(NC(=O)Nc2ccccn2)c1C,i,0.3,1302,.,.,.,.,0%,1.6%,0.26,1111,1.1,-0.079,0.41,-2.4,.,.,.
Cc1c(/C=N\NC(=O)C2COc3ccccc3O2)c2ccccc2n1C (stereo not drawn),i,58*,332*,i,58,9,-7,-4%,-1.8%,0.08,859,-0.72,-0.17,-0.51,0.22,5.9,48,41
COCCCNC(=S)Nc1cccc(S(=O)(=O)NC2=NCCC2)c1,i,9.5,906,i,-5,-17,-3,1%,0.3%,0.54,1187,0.24,-0.31,0.59,-0.55,4.0,3.0,3.7
CSc1ccccc1NC(=O)COc1ccccc1Cl,i,0.8,1384,i,18,31,-3,-5%,-3.5%,0.15,1551,-0.6,-0.15,-0.49,-0.2,3.1,2.2,4.1
COc1cccc(-c2nc(-c3ccccn3)no2)c1,i,-0.6,1297,i,-6,79*,-13*,2%,-0.7%,0.12,1614,0.49,-0.16,-0.33,-0.19,1.9,1.3,7.9
N#Cc1c(SCC(=O)OCc2ccccc2)nsc1SCC(=O)OCc1ccccc1,i,.,.,i,-13,1,3,12%,5.7%,-0.3,894,-0.3,-0.3,0.17,0.11,1.7,1.4,5.5
O=C(O)c1cc([N+](=O)[O-])ccc1NCCc1ccccc1,i,1.2,1343,.,.,.,.,37%,1.9%,0.96,1272,0.5,-0.23,0.15,0.1,.,.,.
CN(C)CCSc1nnc2sc3ccccc3n12,i,-0.5,1142,i,4,0,12,-12%,-2.3%,-0.6,1288,-1.2,-0.23,-0.55,0.7,3.2,2.9,5.2
Cc1occc1-c1nnc(SCC(=O)c2ccccc2)n1CC1CCCO1 (stereo not drawn),i,0.0,1242,i,30,0,-2,20%,0.2%,0.16,1620,-0.36,-0.16,-0.27,0.26,1.7,0.9,9.1
COc1cccc(NC(=O)Cn2nc(Cc3cccnc3)c3ccccc3c2=O)c1,i,.,.,i,11,-8,-4,2%,-0.9%,0.39,912,0.66,0.84,0.7,-0.56,3.8,2.0,9.1
O=c1cc(-c2ccc([N+](=O)[O-])cc2)nc2cc(-c3ccc(Cl)cc3)[nH]n12,i,-1.1,903,i,8,9,0,20%,59%,.,.,0.99,-0.031,0.88,-1.2,7.5,0.9,8.2
Cn1nc(NC(=O)CC23CC4CC(CC(C4)C2)C3)c2c(F)cccc21,i,-0.2,1323,.,.,.,.,-3%,1.2%,0.47,918,0.17,-0.28,0.66,0.28,.,.,.
CCOC(=O)C1=C(c2ccccc2)NC(=S)NC1c1cccc([N+](=O)[O-])c1 (stereo not drawn),i,-1.6,1145,i,16,-2,-8,-18%,-1.0%,-0.01,1547,-0.9,-0.21,-0.58,0.12,3.9,3.2,8.0
CN(C)CCCNC(=S)Nc1ccc(Oc2ccccc2)cc1,i,0.0,1098,i,-31,6,17,-11%,-2.6%,-0.04,1242,1.2,-0.1,1.1,-1,4.3,1.0,9.3
CCC(C)NC(=O)CS(=O)Cc1nc(-c2cccc(OC)c2)oc1C (stereo not drawn),i,.,.,i,7,13,0,-3%,-4.4%,-0.32,846,-1.7,-0.23,-0.93,0.83,3.2,4.0,6.1
COc1ccc(C2C(C(=O)OCC(=O)NC(C)(C)C)CCC(=O)N2c2ccc(C)cc2)cc1OC (stereo not drawn),i,.,.,i,-4,-11,-16,4%,1.3%,0.16,991,-0.47,-0.39,-0.17,0.27,2.5,2.4,4.7

# Bioassay records: PubChem BioAssay, several laboratories

# An unsorted share of the library; 4.2% or so of the library scored in one or more.
